p-CIP stab down: p/CIP-EGFP fusion destabilizers, primary screen, fluorescence, F442A cells; Q05BA5; 16 h; decrease of EGFP signal, % at 10 µM; 290,000 tested, 0.01% active; AID 1984, 2009;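 active means EGFP signal decrease of at least 30% at 10 µM or well 3 SD below plate mean, unless failing retest; inactive means the rest, including hits failing retest or dose response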; further: some compounds called inactive have numbers as strong as hits; many of its hits are not listed in these tables
IDE inh: human IDE inhibitors in live cells, primary screen, fluorescence polarization, HEK cells, FAbetaB substrate. inhibition, % at 5.59 µM. Insulin-degrading enzyme (Homo sapiens), P14735. FAbetaB cleavage. 320,000 tested, 0.41% active;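 active means percent inhibition above the average of all tested compounds plus 3 SD, set per screening campaign, cut at about 16% in these data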;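 further: IDE supplied by intact live HEK cells; FP after avidin binding of uncleaved biotin substrate so inhibition keeps polarization high; 0% = DMSO wells and 100% = 60 µM reference IDE inhibitor Ii1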
UBC9 SUMO inh: inhibitors of in vitro SUMOylation cascade, primary screen, biochemical, HTRF, uHTS | AID 2006, 2009 | SUMO-conjugating enzyme UBC9 (Homo sapiens), P63279 | inhibition, % at 35 µM | 290,000 tested, 0.36% active | HTRF SUMOylation assay, SAE1/SAE2 + UBC9; in the data active means inhibition above about 50%, passing the limit was not always enough; further: strong numbers were not always called active
Target sequence (P63279 whole entry, looked up): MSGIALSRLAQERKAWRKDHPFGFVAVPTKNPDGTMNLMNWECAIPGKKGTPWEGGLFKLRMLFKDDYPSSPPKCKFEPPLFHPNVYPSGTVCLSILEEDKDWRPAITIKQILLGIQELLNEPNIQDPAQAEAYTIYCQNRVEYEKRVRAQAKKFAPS
M18AAP inhibitor: PfM18AAP inhibitors, malaria aminopeptidase, primary screen, biochemical, QFRET, recombinant enzyme; H-Glu-NHMec fluorogenic cleavage; inhibition, % at 7.35 µM; 290,000 tested, 1.2% active;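 active means inhibition above the campaign mean inhibition over all tested compounds plus 3 SD, cut at about 28% in these data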;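 further: 0% = plate median of test compound wells and 100% = 2 mM ZnCl2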
MEKK3 PB1 HTS: modulators of MEKK3-MEK5 PB1 binding, primary screen, biochemical, wildtype MEKK3, multiplex bead flow cytometry, Alexa488-MEK5; bead-based flow cytometry, Alexa488-MEK5 binding to MEKK3; actives lie on both sides; 0 = blocked by unlabeled MEK5, 100 = vehicle; binding response (% of control), % at 10 µM; 290,000 tested, 1.4% active;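 active means binding response more than 3 SD above or below the average of its plate-row segment, actives on both sides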;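 further: Alexa488 bead fluorescence after subtracting the streptavidin-only scavenger bead signal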
Target sequence (Q99759 whole entry, looked up): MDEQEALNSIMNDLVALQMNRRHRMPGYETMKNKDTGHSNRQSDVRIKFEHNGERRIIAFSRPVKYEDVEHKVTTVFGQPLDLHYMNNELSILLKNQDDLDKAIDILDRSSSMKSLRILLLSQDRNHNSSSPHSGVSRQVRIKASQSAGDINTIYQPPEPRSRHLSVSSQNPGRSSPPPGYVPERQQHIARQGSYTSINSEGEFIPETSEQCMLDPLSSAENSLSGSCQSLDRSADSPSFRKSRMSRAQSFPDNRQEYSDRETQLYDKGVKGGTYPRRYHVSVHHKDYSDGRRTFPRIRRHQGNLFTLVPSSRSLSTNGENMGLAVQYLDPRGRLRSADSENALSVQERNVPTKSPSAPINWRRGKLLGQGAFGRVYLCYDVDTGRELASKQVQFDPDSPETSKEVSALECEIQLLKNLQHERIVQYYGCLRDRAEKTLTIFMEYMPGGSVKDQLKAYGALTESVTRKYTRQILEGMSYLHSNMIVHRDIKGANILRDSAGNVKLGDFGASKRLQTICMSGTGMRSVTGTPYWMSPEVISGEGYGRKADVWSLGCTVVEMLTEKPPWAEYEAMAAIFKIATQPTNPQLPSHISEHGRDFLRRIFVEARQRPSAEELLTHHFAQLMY
MEKK2 WT-MEK5: modulators of MEK5 binding to wildtype MEKK2, primary screen, biochemical, multiplex bead flow cytometry, Alexa488-MEK5 | Mitogen-activated protein kinase kinase kinase 2 (Homo sapiens), Q9Y2U5 | Alexa488-MEK5 binding to MEKK2 WT; actives lie on both sides | binding response (% of control), % at 10 µM | 290,000 tested, 1.1% active | AID 1531, 2009; in the data active means binding response below about 67% or above about 130%
IDE cell activ: human IDE activators in live cells, primary screen, fluorescence polarization, HEK cells, FAbeta-B substrate. 340,000 tested, 0.073% active. Insulin-degrading enzyme (Homo sapiens), P14735. activation, % at 5.96 µM. FAbeta-B cleavage; 0% vehicle, 100% cell-free pure enzyme wells;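 active means activation above the mean of all tested compounds plus 3 SD, set per screening campaign, cut at about 17% in these data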
MEKK2mut PB1 HTS: MEK5 binding signal on mutant MEKK2 PB1, primary screen, biochemical, multiplex bead flow cytometry, Alexa488-MEK5; 290,000 tested, 0.35% active; Alexa488-MEK5 binding to MEKK2 mutant; percent response, % at 10 µM; in the data active means percent response above about 24%, passing the limit was not always enough; further: inactives centre near 1; some results filed as inactive read as strong as hits; reference of the scale not given here
NALP1 yeast inh: NALP1 inflammasome inhibitors in reconstituted yeast, colorimetric, S. cerevisiae, triplicate retest; S. cerevisiae NALP1/ASC/caspase-1 growth, X-gal OD620, 72 h; inhibition, % at 10 µM; 280,000 tested, 0.61% active; in the data active means inhibition mostly above about 24%, no sharp cut-off; inactive means mostly below about 32%; further: some compounds called inactive have numbers as strong as hits
Starred values were filed as active, the others as inactive; . = no result given; [ ] = another dose, or the depositor's remark.

SMILES	p-CIP stab down	IDE inh	UBC9 SUMO inh	M18AAP inhibitor	MEKK3 PB1 HTS	MEKK2 WT-MEK5	IDE cell activ	MEKK2mut PB1 HTS	NALP1 yeast inh
O=C(CC1C(=O)NCCN1Cc1c(F)cccc1Cl)NCCCN1CCCC1=O (stereo not given)	5	3	3	2	101	100	3	2	8
CN(C(=O)c1ccc(S(=O)(=O)c2cccc(Cl)c2)c([N+](=O)[O-])c1)C1CCCCC1	4	-3	-12	-4	95	97	0	-2	21
COc1ccc(N2C(=O)CCC(C(=O)N(C)CCc3ccccn3)C2c2ccc(OC)c(OC)c2)cc1 (stereo not given)	5	-2	17	2	98	94	5	-3	12
CC(=O)c1c(C)[nH]c(C(=O)Nc2ccccc2N2CCOCC2)c1C	6	3	-10	1	101	94	6	-7	-6
O=S(=O)(/C=C/c1ccccc1)N1CCN(c2nc(-c3ccccc3)nc3ccccc23)CC1	2	-1	0	-10	86	85	2	-8	3
Cc1nnc(N/N=C/c2cc(C)n(-c3ccc(F)cc3)c2C)n1N	-3	2	27	53*	98	99	0	0	24
Cc1ccccc1NC(=O)CSc1nnc(C)c(=O)[nH]1	3	0	21	-4	103	92	3	-10	0
Cc1cccc(-c2c3c(=O)n(C)c(=O)n(C)c3cn2-c2ccc(O)cc2)c1	.	-4	.	-2	97	102	2	6	.
O=C(Cn1cccc1C(=O)c1ccccc1)NCCN1CCOCC1	5	0	16	-1	97	100	6	0	10
CC(=O)N=c1sc2c3ccccc3ccc2n1C	2	3	-11	-2	90	94	-2	0	-4
Cc1cccc(NS(=O)(=O)c2ccc3[nH]c(=O)[nH]c3c2)c1C	-9	.	8	-4	97	95	1	-9	14
O=C(O)CCCCCN1C(=O)CCC1=O	-9	6	15	0	104	105	1	4	18
CCOC(=O)CNC(=O)CSc1nnc(-c2ccc(OC)cc2)n1CC	0	0	4	0	108	106	1	11	10
CCN(CC)CCCNC(=O)c1ccccc1NC(=O)C1=CSCCO1	-9	3	13	1	103	113	1	13	7
Clc1ccc(C2=C3CCCCn4c(-c5ccccc5)c[n+](c43)C2)cc1	-16	5	33	7	103	128	6	10	3

By substructure, those above with an NH in an aromatic ring (3)
SMILES	p-CIP stab down	IDE inh	UBC9 SUMO inh	M18AAP inhibitor	MEKK3 PB1 HTS	MEKK2 WT-MEK5	IDE cell activ	MEKK2mut PB1 HTS	NALP1 yeast inh
CC(=O)c1c(C)[nH]c(C(=O)Nc2ccccc2N2CCOCC2)c1C	6	3	-10	1	101	94	6	-7	-6
Cc1ccccc1NC(=O)CSc1nnc(C)c(=O)[nH]1	3	0	21	-4	103	92	3	-10	0
Cc1cccc(NS(=O)(=O)c2ccc3[nH]c(=O)[nH]c3c2)c1C	-9	.	8	-4	97	95	1	-9	14

Nothing new here: entries from further up.
SMILES	p-CIP stab down	IDE inh	UBC9 SUMO inh	M18AAP inhibitor	MEKK3 PB1 HTS	MEKK2 WT-MEK5	IDE cell activ	MEKK2mut PB1 HTS	NALP1 yeast inh
O=C(CC1C(=O)NCCN1Cc1c(F)cccc1Cl)NCCCN1CCCC1=O (stereo not given)	5	3	3	2	101	100	3	2	8
CN(C(=O)c1ccc(S(=O)(=O)c2cccc(Cl)c2)c([N+](=O)[O-])c1)C1CCCCC1	4	-3	-12	-4	95	97	0	-2	21

Remaining list, next part.
SMILES	p-CIP stab down	IDE inh	UBC9 SUMO inh	M18AAP inhibitor	MEKK3 PB1 HTS	MEKK2 WT-MEK5	IDE cell activ	MEKK2mut PB1 HTS	NALP1 yeast inh
S=C(c1c[nH]c2ccccc12)N1CCOCC1	-8	3	16	15	96	89	2	33	11
Cc1nn(-c2ccccc2)c(C)c1/C=N\N1CCN(c2ccc(Cl)cc2)CC1	-2	4	-28	0	102	99	-6	-1	.
O=C(O)c1ccc(N2CC3CC(C2)c2cccc(=O)n2C3)c(NC(=S)Nc2ccc(Cl)cc2Cl)c1 (stereo not given)	-10	5	19	19	65*[inhibitor]	17*[inhibitor]	-2	-30	-9
COc1ccc(/C=N/N2C(=O)CN(C(=O)c3ccccc3)C2c2ccc(OC)cc2)cc1 (stereo not given)	-3	0	1	-1	102	99	.	9	9
COc1ccc(Cl)cc1NC(=O)C12CCC(C)(C(=O)O1)C2(C)C (stereo not given)	-6	3	-18	4	101	98	-1	2	-4
N#CC1=C(SCC(=O)NC2CCCCC2)NC(=O)CC1c1ccco1 (stereo not given)	6	-6	4	3	97	97	-3	-6	6
CCN(c1ccccc1)S(=O)(=O)c1cc(C(=O)Nc2cccc(Cl)c2)ccc1F	-7	9	1	10	92	110	7	0	-3
CC1CCN(Cc2c(C(=O)N/N=C/c3cccc(C(F)(F)F)c3)nnn2-c2nonc2N)CC1	3	4	9	1	100	97	-3	2	-7
CCCCCCCCn1cnc2c(N)c(C)c(C)cc21	2	2	-30	2	100	104	8	-1	22
Cc1occc1C(=O)NNC(=O)c1nn(C)c(=O)c2ccccc12	-7	-1	11	-5	108	107	2	-4	-2
CC1Cc2cc(/C(O)=C3/C(=O)C(=O)N(CCCn4ccnc4)C3c3ccncc3)ccc2O1 (stereo not given)	10	1	14	1	101	102	-5	2	-12
Cc1ccc(S(=O)(=O)c2nc(-c3ccco3)oc2N2CCC(C)CC2)cc1	-23	-4	5	-1	105	107	9	6	17
O=C(c1cc2c(s1)CCC2)N1C(=O)c2ccccc2S1(=O)=O	0	0	14	0	100	103	2	-1	18
CCNc1nc(NCC)n2c(SCc3nc4ccccc4c(=O)[nH]3)nnc2n1	-9	0	-4	-2	102	102	6	4	.
CC1CCN(S(=O)(=O)c2ccc3ncn(CC(=O)N4CCN(C)CC4)c(=O)c3c2)CC1	-9	2	12	5	102	102	8	7	21
COc1ccccc1-c1noc(-c2ccccc2C(=O)Nc2ccccc2)n1	-2	-1	24	-1	99	101	4	5	6
CCOC(=O)Cc1[nH]nc2c1C(c1cc(OC)ccc1OC)C(C#N)=C(N)O2 (stereo not given)	4	-1	8	-6	95	94	5	-5	7
COC(=O)c1cc(C(=O)NCCC(C)C)cc([N+](=O)[O-])c1	-4	2	9	-8	96	103	-4	1	4
Cc1ccn2cc(CCNC(=O)C3CC=CCC3C(=O)O)nc2c1 (stereo not given)	-18	1	11	3	123	118	5	19	.
CCOc1ccccc1NC(=O)CCn1ccnc1	-9	-4	13	-10	110	108	1	11	12
O=C(NCc1cccs1)C(=O)NCC1OCCCN1S(=O)(=O)c1ccc(F)cc1 (stereo not given)	-2	-2	-14	5	105	103	-2	3	28
Cn1cc(/C=N/n2cnc3sc4c(c3c2=O)CCCC4)c2ccccc21	-3	0	-2	-6	101	102	5	-1	13
Clc1ccc(CSc2nnc([C@@H]3CCCN3)o2)cc1Cl	-10	5	26	-2	97	101	-5	-1	10
COc1ccc(C(=O)Nc2ccccc2-c2ccccc2)cc1Cl	-8	2	-8	-8	96	100	-5	-2	13
CCOc1ccc(Cn2nnc(C(=O)NCCc3ccccc3)c2N)cc1	-4	5	-6	7	94	92	-1	-4	-13
C=CCN(C(=O)CNC(=O)c1ccco1)C(C(=O)NC1CCCCC1)c1ccc(F)cc1 (stereo not given)	-1	3	22	1	.	.	9	.	10
CCc1ccc(OCCCC(=O)Nc2ccc(S(=O)(=O)Nc3cc(C)nc(C)n3)cc2)cc1	-4	1	15	2	100	99	0	-1	14
COc1cc(C(CC(=O)N2CCCC2)c2c(OC)cc(OC)c3c(-c4ccccc4)cc(=O)oc23)cc(OC)c1OC (stereo not given)	7	4	13	.	92	96	-6	1	2
Cc1ccc(S(=O)(=O)/N=C(/Nc2cccc(C(=O)O)c2)c2ccccc2)cc1	-9	-1	17	-18	106	102	-3	1	9
CCOC(=O)c1[nH]c2c(c1C)C(=O)CC(c1ccc(OC)c(OC)c1)C2 (stereo not given)	-2	2	-7	-9	89	97	1	1	4
COC(=O)/C(=C/c1cccnc1)NC(=O)c1ccccc1	2	1	4	-1	101	108	1	12	20
CCCCCCc1cc2cc(-c3nnc(-c4cc(OC)c(OC)c(OC)c4)o3)c(=O)oc2cc1O	-6	2	3	5	95	101	.	4	-120
CC(C)N(Cc1ccccc1)C(=O)CN1C(=O)COc2ccc(S(=O)(=O)N3CCCCCC3)cc21	-7	-1	-9	5	103	106	4	4	2
CCOc1ccc(C(=O)NNC2CC(=O)N(Cc3ccc(Cl)cc3)C2=O)cc1OC (stereo not given)	7	3	-4	-1	94	86	1	-12	12
O=C(CSc1ccc(-c2ccccn2)nn1)Nc1nccs1	8	4	6	-3	76	83	4	-10	8
CCCCCCCn1c2c(c(=N)c3c1CCC3)CCCC2	-5	.	-4	-2	100	103	-4	0	-3
CCC(C)N(C(=O)COc1ccc(NC(C)=O)cc1)C1CCS(=O)(=O)C1 (stereo not given)	-11	6	8	-21	80	76	7	-15	5
CCOc1ccc(NC(=O)Nc2cccs2)cc1	4	0	-19	15	98	95	3	-4	16
O=C(O)CCCN=Cc1c(O)c2ccccc2oc1=O	-16	5	-4	-1	96	103	.	-1	2
Cc1cccc(-n2ccnc2SCC(=O)Nc2nccs2)c1	-11	7	24	-8	101	99	-1	18	-6
COc1ccc(OCCCC(=O)Oc2ccc(OC)cc2)cc1	-9	3	2	-15	106	107	-9	6	48
Cn1c(SCC(=O)N/N=C/c2ccc([N+](=O)[O-])s2)nnc1-c1ccc(Cl)cc1	-21	-4	4	11	93	94	0	-2	25

Marked active in MEKK2 WT-MEK5, of those listed so far:
SMILES	p-CIP stab down	IDE inh	UBC9 SUMO inh	M18AAP inhibitor	MEKK3 PB1 HTS	MEKK2 WT-MEK5	IDE cell activ	MEKK2mut PB1 HTS	NALP1 yeast inh
O=C(O)c1ccc(N2CC3CC(C2)c2cccc(=O)n2C3)c(NC(=S)Nc2ccc(Cl)cc2Cl)c1 (stereo not given)	-10	5	19	19	65*[inhibitor]	17*[inhibitor]	-2	-30	-9

Random excerpt: six entries already listed.
SMILES	p-CIP stab down	IDE inh	UBC9 SUMO inh	M18AAP inhibitor	MEKK3 PB1 HTS	MEKK2 WT-MEK5	IDE cell activ	MEKK2mut PB1 HTS	NALP1 yeast inh
CCOC(=O)Cc1[nH]nc2c1C(c1cc(OC)ccc1OC)C(C#N)=C(N)O2 (stereo not given)	4	-1	8	-6	95	94	5	-5	7
O=C(O)CCCCCN1C(=O)CCC1=O	-9	6	15	0	104	105	1	4	18
CCOc1ccc(NC(=O)Nc2cccs2)cc1	4	0	-19	15	98	95	3	-4	16
CC1CCN(Cc2c(C(=O)N/N=C/c3cccc(C(F)(F)F)c3)nnn2-c2nonc2N)CC1	3	4	9	1	100	97	-3	2	-7
CC1Cc2cc(/C(O)=C3/C(=O)C(=O)N(CCCn4ccnc4)C3c3ccncc3)ccc2O1 (stereo not given)	10	1	14	1	101	102	-5	2	-12
CCCCCCc1cc2cc(-c3nnc(-c4cc(OC)c(OC)c(OC)c4)o3)c(=O)oc2cc1O	-6	2	3	5	95	101	.	4	-120

Bioassay records deposited in PubChem by several laboratories.

Some of the compounds tested; count on the stated rates, not on these rows.
